Bioassay records deposited in PubChem by several laboratories.
CaV13 ICDI inh: Disruptors of the CACNA1D IQ motif to Ca2+-dependent inactivation inhibitor domain association, primary screening, Förster resonance energy transfer in intact living …; HEK cells, CFP/YFP FRET ICDI-IQ, plate reader, 10 min; percent FRET-ratio fall versus neutral wells; inhibition, % at 12.3 µM; actives 0.098% (n = 340,000); AID 743397;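 active = mean replicate inhibition of at least 30% and at least 1% of replicates passing that level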;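 also: 0% = median of the neutral control wells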
NR2E3 ag-1: NR2E3 (human) agonism | GST-NR2E3/biotin-RetCOR TR-FRET, 1536-well | inhibition of corepressor binding, % at 4.78 µM | actives 0.12% (n = 320,000) | AID 2300;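 active = percent inhibition above the cutoff of mean plus 3 SD of all tested compounds, set per screening campaign, cut at about 20% in these data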;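 also: 0% = DMSO wells and 100% = biotin wells as full block of FRET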
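Test system – NR2E3–RetCOR corepressor complex · Quantity – NR2E3 fusion 1.35 nM · Buffer or medium – Tris pH 7.5 · Incubation – Compound–protein incubation for 5 h at 4 °C · Technique – TR-FRET, Eu(K)-anti-GST donor, streptavidin-D2 acceptor, ex 340, em 617/671 nm · Evaluation – percent inhibition of 671/617 nm emission ratio versus biotin and DMSO controls · Plate – 1536-well format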
HTR2A ag: activates the mouse 5-HT2A serotonin receptor; P35363; CHO-K1 mHTR2A beta-arrestin complementation, luminescence; percent of 30 µM serotonin response; activation, % at 7.6 µM; actives 0.66% (n = 360,000);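 active = activation above a run cutoff, the mean activation of all tested compounds plus 3 SD, cut at about 14% in these data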;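 also: 0% = plate median of compound wells and 100% = 30 µM serotonin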
Target sequence (P35363 whole entry, looked up): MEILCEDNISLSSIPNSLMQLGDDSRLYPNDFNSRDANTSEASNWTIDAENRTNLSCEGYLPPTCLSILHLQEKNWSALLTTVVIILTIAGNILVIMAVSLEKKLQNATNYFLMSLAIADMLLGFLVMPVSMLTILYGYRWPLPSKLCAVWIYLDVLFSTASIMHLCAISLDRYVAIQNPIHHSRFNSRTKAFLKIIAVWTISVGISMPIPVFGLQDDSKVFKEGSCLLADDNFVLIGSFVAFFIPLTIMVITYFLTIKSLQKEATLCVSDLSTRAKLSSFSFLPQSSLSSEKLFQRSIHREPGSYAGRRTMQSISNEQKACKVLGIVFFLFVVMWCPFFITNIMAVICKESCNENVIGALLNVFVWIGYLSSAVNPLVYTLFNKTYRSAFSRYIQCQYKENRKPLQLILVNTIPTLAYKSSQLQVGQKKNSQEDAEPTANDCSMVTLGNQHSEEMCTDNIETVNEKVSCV
HIF-2a inh: blocks HIF-2a reporter activity; 786-0 RCC cells HIF-2a reporter, luciferase luminescence, overnight; inhibition, % at 18.8 µM; actives 0.72% (n = 360,000); AID 624352;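 active = inhibition of the luminescence signal of 40% or more relative to plate controls, in a single-dose primary screen at 18.75 µM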
iPSC survival up: hiPSC single-cell survival enhancement; ATPlite luminescence; 100% = ROCK inhibitor wells, 0% = DMSO; survival enhancement, % at 20 µM; actives 0.044% (n = 360,000); AID 602274; in the data active = survival enhancement above about 18%;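 also: cells exposed to compounds for 16 hours before the ATP read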
PDI inh: blocks human protein disulfide isomerase activity. inhibition, % at 10 µM. P07237. PDI insulin aggregation turbidity, A650, 90 min. actives 0.052% (n = 350,000);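 active = mean inhibition across replicates of 30% or more, whatever share of single replicates reach that level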;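 also: absorbance from insulin aggregation driven by PDI reduction with DTT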
Target sequence (P07237 whole entry, looked up): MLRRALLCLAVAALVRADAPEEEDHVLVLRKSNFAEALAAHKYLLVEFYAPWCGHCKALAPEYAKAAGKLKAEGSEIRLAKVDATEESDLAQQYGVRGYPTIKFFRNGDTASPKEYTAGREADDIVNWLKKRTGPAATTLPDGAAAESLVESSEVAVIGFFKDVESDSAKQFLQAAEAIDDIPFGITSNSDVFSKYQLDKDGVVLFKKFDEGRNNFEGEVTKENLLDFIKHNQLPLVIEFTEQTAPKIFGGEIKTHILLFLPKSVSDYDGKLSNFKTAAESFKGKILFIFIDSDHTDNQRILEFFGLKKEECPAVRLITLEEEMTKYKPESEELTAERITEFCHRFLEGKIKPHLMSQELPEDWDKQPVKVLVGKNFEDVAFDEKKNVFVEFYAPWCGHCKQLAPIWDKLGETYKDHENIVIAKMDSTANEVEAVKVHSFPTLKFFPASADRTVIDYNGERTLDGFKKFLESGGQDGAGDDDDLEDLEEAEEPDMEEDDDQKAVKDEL
MITF TRPM1 inh: MITF TRPM1 promoter inhibition in SK-MEL-5 cells; inhibition, % at 12.5 µM; actives 0.83% (n = 330,000); SK-MEL-5 TRPM1 promoter luciferase, 24 h;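 active = mean inhibition across replicates of 60% or more, whatever share of single replicates reaches that level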; also: values of inactives mirror those of a sister screen read the other way
H9c2 protect: modulators protecting cardiomyocytes from myocardial damage | H9c2 cardiomyocytes, H2O2 injury protection, ATPLite, 2 h | actives 0.63% (n = 360,000) | protection from H2O2 cell death, % at 20 µM;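 active = compounds giving at least 50% protection of heart cells from peroxide-induced death in the single-dose screen, raw or plate-pattern-corrected value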;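 also: 0% = DMSO wells with peroxide and 100% = DMSO wells without peroxide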
Peg3 promoter: Peg3 promoter activity inhibition | HeLa PEG-Prom luciferase reporter, luminescence, overnight | inhibition, % at 20 µM | actives 1.7% (n = 360,000) | AID 588405;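 active = inhibition of at least 50% at 20 µM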
Shn3 3UTR inh: inhibitors of Schnurri-3 3'UTR reporter in osteoblasts. Clone20 osteoblast Shn3 3'UTR firefly luciferase, 24 h. inhibition, % at 12.5 µM. actives 0.52% (n = 360,000). AID 588674;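 active = mean inhibition of at least 75% with every replicate also reaching 75%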;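 also: 0% = median of neutral control wells and 100% = pilot-screen positive control compound; some compounds past the cut are filed as inactive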
NR2E3 ag-2: activates human NR2E3 receptor. AID 602229. Q9Y5X4. actives 0.35% (n = 360,000). inhibition of corepressor binding, % at 3.98 µM. CHO-S Gal4-NCOR/VP16-NR2E3 two-hybrid, luciferase;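 active = inhibition above the mean of all tested compounds plus 3 SD, cut at about 70% in these data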;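 also: 0% = DMSO with NR2E3 transfected cells and 100% = cells lacking NR2E3 construct; higher means lower luciferase signal from less NR2E3 corepressor binding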
Numbers without * were called inactive; / = not tested or not shown; & = joins results of further samples. Compounds as they come; any-hit rate near 3.9%.

The line under a structure holds: CaV13 ICDI inh	NR2E3 ag-1	HTR2A ag	HIF-2a inh	iPSC survival up	PDI inh	MITF TRPM1 inh	H9c2 protect	Peg3 promoter	Shn3 3UTR inh	NR2E3 ag-2
1) CC(=O)Nc1ccc(SCC(=O)Nc2ccc(Cl)cn2)cc1
 : -6	1	4	-15	0.6	-2	-4	-8	-24	5	-7
2) CC(OC(=O)C1CC1)C(=O)Nc1cc(Cl)cc(Cl)c1 (centres undefined)
 : -5	/	2	9	-2.6	2	2	-11	2	-23	-23
3) CCc1nnc(NC(=O)C2CCCN(S(=O)(=O)c3ccccc3)C2)s1 (centres undefined)
 : -8	-1	2	-3	0.5	4	-6	16	13	-17	-11
4) CN(Cc1ccccc1)C(=O)CCC1CCN(S(=O)(=O)N(C)C)CC1
 : -6	1	2	13	-0.7	-1	11	-3	3	18	-9
5) COc1ccccc1-c1nc(C#N)c(NCc2ccc(F)cc2)o1
 : /	5	0	-32	5.3	3	0	7	1	9	-34
6) CCC(C)(c1nnnn1-c1c(C)cccc1C)N(N=O)c1cccc(C(F)(F)F)c1 (centres undefined)
 : -3	1	-4	17	-2.2	9	20	-9	12	17	-10
7) CCc1cccc(C)c1NC(=O)CO/N=C(\N)CC(=O)NC1CCCCC1
 : -7	1	6	17	-0.6	11	-2	4	12	-32	-2
8) CCOc1cccc(C(=O)Nc2cc(-c3nn4c(C)nnc4s3)ccc2C)c1
 : -2	-1	4	4	1.0	/	0	15	3	5	-26
9) CC(C)CCN1CCN(Cc2ccc3nsnc3c2)CC1CCO (centres undefined)
 : -3	4	-4	13	1.0	7	5	3	6	7	6
10) Cc1ccc(S(=O)(=O)N2CCN(C(=O)c3ccc(Cl)nc3)CC2)cc1
 : -5	0	3	16	-0.5	2	6	-7	0	-5	-19
11) COC(=O)c1cc(S(=O)(=O)N2CCN(c3ccc(F)cc3)CC2)c[nH]1
 : -3	1	0	0	-0.1	-1	2	-6	-5	-6	13
12) CCc1ccc(N2CC(C)Cn3c2nc2c3c(=O)[nH]c(=O)n2C)cc1 (centres undefined)
 : -11	3	3	7	-0.6	-6	-10	2	-3	-10	19
13) CCOc1ccc(/C=N/Nc2nc(N3CCCC3)nc(N3CCCC3)n2)cc1OC
 : -8	3	2	-12	-0.6	2	4	30	-6	-14	1
14) O=c1[nH]c(-c2ccccc2O)nc2c1CCCC2
 : /	-1	-4	-14	-0.1	-2	1	13	-9	1	-10
15) Cc1cc(C)cc(OCC(=O)NNC(=O)CCC(=O)NCc2ccccc2)c1
 : /	-1	1	6	-3.7	-4	7	5	6	5	-12
16) COc1cccc(C=C2Cc3ccccc3C2=O)c1
 : -9	/	-4	-156	-1.5	/	/	-13	-123	1	-36
17) Cc1ccc(NS(=O)(=O)c2ccc3[nH]c(=O)[nH]c3c2)c(C)c1
 : -7	-1	2	19	-0.9	5	-3	-5	6	12	-3
18) CCn1c(C)[n+](CCOCC[n+]2c(C)n(CC)c3cc(Cl)c(Cl)cc32)c2cc(Cl)c(Cl)cc21
 : -9	1	-4	11	-1.5	2	7	3	-1	-23	-3
19) O=C(OCc1nc2ccccc2s1)c1cccc(N2C(=O)CCC2=O)c1
 : -2	1	0	14	0.3	-3	3	-2	12	-5	-16
20) Cn1c(=O)c2ncn(CC(=O)NCCC3=CCCCC3)c2n(C)c1=O
 : -4	1	-2	15	0.4	-1	7	0	13	2	-9
21) O=C(c1cccc(F)c1F)N1CCCc2ccccc21
 : -5	5	-1	22	0.9	-2	-1	1	49	0	7
22) O=C1c2ccccc2C(c2nnnn2-c2ccc3c(c2)OCCO3)N1Cc1cccc(F)c1 (centres undefined)
 : -7&-7	/	-3&-2	-6&9	0.1&0.0	/	/	/	/	/	5&-14
23) CC1(C)CC(=O)C2=C(C1)N(c1ccccc1)C(=O)CC2c1ccsc1 (centres undefined)
 : -6	4	-6	6	0.8	3	-17	10	12	9	-20
24) CCOc1ccc(C(=O)C2CCN(CC(=O)Nc3ccccc3N3CCOCC3)CC2)cc1
 : -8	-7	0	-5	0.0	1	4	3	39	67	11
25) N#C/C(=C(/O)COC(=O)c1ccc(Cl)c(S(=O)(=O)N2CCOCC2)c1)c1nc2ccccc2[nH]1
 : -3	1	-2	26	-0.7	7	11	8	3	-26	-1
26) CCOC(=O)Nc1ccc(S(=O)(=O)N2CCC(c3nc4ccccc4[nH]3)CC2)cc1
 : -11	/	-3	13	-1.3	-7	/	-4	13	7	10
27) O=C(Nc1cccc(-c2nnc(-c3ccccc3)o2)c1)c1ccc(Br)o1
 : -7	2	3	-92	-0.5	-3	-13	12	1	1	-147
28) CCOc1cc(CNCc2cccs2)cc(Br)c1OCC
 : -5	4	0	-4	0.2	18	-9	-6	6	30	-13
29) O=C(OC1CCCC1)c1ccc(Cl)cc1Cl
 : -3	/	3	5	2.0	15	-1	-3	7	-18	-4
30) O=C(NC(=S)Nc1ccc2[nH]c(=O)[nH]c2c1)c1cccc(F)c1
 : -4	4	4	-49	0.7	-5	0	1	-18	16	-5
31) COC(=O)c1cn(NC(=O)Cc2c(F)cccc2Cl)c(=O)c2ccccc12
 : -4	4	6	11	0.5	5	10	5	15	-21	-3
32) COc1cc(F)ccc1-c1cc(C(=O)Nc2ccc(C)c(NS(C)(=O)=O)c2)[nH]n1
 : -10	/	3	-34	0.4	10	/	25	9	0	-34
33) CC(C)NC(=O)N(C)C[C@@H]1Oc2cc(Br)ccc2S(=O)(=O)N([C@@H](C)CO)C[C@H]1C
 : -6	/	-4	-1	-1.0	-1	/	3	-9	2	-50
34) O=C(NCc1ccccc1Cl)c1cnccn1
 : -1	1	7	22	-0.5	5	-4	5	11	3	-10
35) CCOC(=O)c1ccc(NC(=S)N2CCC(C(N)=O)CC2)cc1
 : -8	-1	-1	6	2.2	0	-11	6	4	-4	-17
36) COc1ccc(N2CCN(C(=O)COC(=O)c3cc(S(=O)(=O)N(C)C)ccc3N3CCCC3)CC2)cc1
 : -16	2	-4	11	1.2	-1	6	1	2	-27	4
37) CN1CCN(S(=O)(=O)c2cccc(C(=O)N3CCN(c4ccccc4)CC3)c2)CC1
 : -3	/	3	5	-0.1	0	-1	6	5	8	-7
38) Cc1cc(Cl)ccc1NC(=O)COC(=O)c1c(C)noc1C
 : -6	6	0	3	-0.4	2	9	3	-7	0	-20
39) COc1ccc(Oc2c(C=O)c3ccccc3n2C)cc1
 : /	1	5	19	-0.3	8	0	-3	-21	14	-16
40) CCN1CCN(C(=O)CCc2nnc(CCc3ccc(OC)cc3)o2)[C@@H](C)C1=O
 : /	/	8	-49	0.1	-10	-13	2	-42	-17	-33
41) COc1cccc2c1C(CO)N1C(C#N)C3CC(C(=O)O)C(C1C2)N3C (centres undefined)
 : /	4	-3	42*	-4.0	/	67*	-6	108*	-94	67
42) Cc1nc(-n2nnc3cc(C)c(C)cc32)c2c3c(sc2n1)CCCC3
 : -4	0	0	21	2.4	-10	17	-3	20	-23	-18
43) N#Cc1ccc(-c2ccc3nccn3c2)cc1
 : -11	/	2	-16	-1.9	-7	/	0	-25	-6	8
44) Cc1ccccc1OCCNc1cc(N2CCN(CCO)CC2)ccc1[N+](=O)[O-]
 : -4	1	-10	-49	-0.8	-12	-39	14	18	14	12
45) Cc1ccc(OCC(=O)Nc2nnc(C3CCCO3)s2)c(Br)c1 (centres undefined)
 : -5	5	6	-70	-0.5	11	-2	0	-66	3	0
46) N#CC1=C2SCN(c3ccccc3)CN2C(=O)CC1c1c(Cl)cccc1Cl (centres undefined)
 : -7	1	-8	-3	-2.0	/	/	11	0	-13	-13
47) COc1ccc(/C=C/C(=O)NC(=S)NN2CCCCC2c2cccnc2)cc1OC (centres undefined)
 : -5	4	4	17	5.9	11	-3	-1	25	5	16
48) CCCCN(C=O)c1c(CC)nc2c(OCc3ccccc3C(=O)OC)cccn12
 : -11	/	-6	6	0.3	-2	/	-1	14	0	-23
49) COc1ccc(NC(=O)O/N=C/c2ccccc2)cc1
 : -4	3	5	-210	-0.5	8	-76	-7	-218	-61	-68
50) NC(=O)OCC(COC(N)=O)c1ccccc1
 : -5&-5	0&2	-5&-2	-6&0	-1.2&-2.6	0&-2	11&4	10&1	-4&-2	-3&77	-7&12
51) CC(C)c1nnc(SCc2ccc(CSc3nnc(C(C)C)n3N)cc2)n1N
 : -6	1	4	4	1.4	-6	4	7	11	/	9
52) CC1CCCCC1NC(=O)C1Cc2ccccc2CN1S(C)(=O)=O (centres undefined)
 : /	1	2	1	-1.5	-6	0	-7	-2	0	-4
53) Cc1ccc(S(=O)(=O)N2[C@@H](c3ccccc3F)C(C(=O)O)=CC[C@H]2c2cccs2)cc1
 : -5	3	3	2	-2.3	4	13	3	1	-8	-12
54) O=C(c1ccncc1)N(Cc1cc2ccccc2[nH]c1=O)C1CCCCC1
 : /	0	-1	29	1.7	2	6	2	27	52	16
55) CC(OC(=O)c1snc(C(=O)NC2CCCCC2)c1N)C(=O)NC1CCCCC1 (centres undefined)
 : -5	0	1	2	1.1	-18	14	0	17	-31	-13
56) COC(=O)N1c2ccccc2CCc2ccccc21
 : -19	0	7	15	-0.2	8	7	5	20	-4	-13
57) CC(C)Nc1nnc(SCC(=O)Nc2ccc(F)cc2)s1
 : -7	1	1	5	2.3	3	-1	0	-16	20	-5
58) COc1cccc(-c2cnc(C(O)c3ccc(C)cc3C)[nH]2)c1 (centres undefined)
 : -9	/	-3	-2	0.4	7	/	0	-10	7	-14
59) Cc1cc(CNC(=S)Nc2cccc(Cl)c2Cl)nn1C
 : 2	0	7	1	-0.5	-1	1	-8	17	-1	25
60) NC(=O)c1sc2nc3c(c(-c4ccccc4)c2c1N)CCC3
 : -7	5	8	16	-1.0	-6	2	12	12	12	-22

(cont.)
The line under a structure holds: CaV13 ICDI inh	NR2E3 ag-1	HTR2A ag	HIF-2a inh	iPSC survival up	PDI inh	MITF TRPM1 inh	H9c2 protect	Peg3 promoter	Shn3 3UTR inh	NR2E3 ag-2
61) CC1CCN(C(=O)CSc2nnc(CNC(=O)c3c(F)cccc3F)o2)CC1
 : -4	-1	7	17	0.1	10	7	3	11	2	-7
62) CC(C)(C)C(=O)Nc1cccc(C(=O)Nc2cc(C(=O)O)cc(C(=O)O)c2)c1
 : -5	-2	1	14	2.8	-3	-6	8	7	7	-11
63) Cc1cccc(-n2nnnc2SCC(=O)Nc2cccc(S(N)(=O)=O)c2)c1
 : -7	3	-2	1	-0.5	-7	3	-4	23	-5	9
64) CCCC(c1nnnn1CCOC)N1CCN(c2cccc(OC)c2)CC1 (centres undefined)
 : /	/	-1	12	2.2	1	-7	1	4	9	-30
65) COc1ccc(N2CCN(C(=O)CSc3nnc(NC(=O)C4CC4)s3)CC2)cc1
 : -2	2	-3	15	-0.2	-1	-3	0	18	-19	-15
66) Cc1ccc(S(=O)(=O)Nc2ccc(N3CCOCC3)nc2)cc1
 : -3	1	-2	11	-0.8	1	14	0	2	-17	6
